Screening results deposited in PubChem by National Center for Advancing Translational Sciences (NCATS).
uPA surface inh = qHTS for Inhibitors of Cell Surface uPA Generation; cell surface uPA generation assay, qHTS; Potency, µM (series often up to 38.3 µM), for the others: at the top dose activity change, negative = inhibition, hits mostly inhibitors; hit rate 0.31% among 330,000; active = well fitted inhibition curve with a large enough effect; inconclusive = small, poorly fitted or top-dose-only effect; inactive = no such curve, though single readings can be large or run the other way; tested in mouse RAW 264.7 cells; also: potency is read from the fitted curve at half-maximal effect; % is scaled to controls: 0 for no effect and ±100 for the full control effect; nearly all actives have a fitted effect of over 55% in size
S-ASM inh = Inhibitors of Secretory Acid Sphingomyelinase (S-ASM): qHTS | Sphingomyelin phosphodiesterase (Homo sapiens), P17405 | placental ASM, HMU-PC fluorogenic substrate, 60 min | Potency, µM (doses to about 57.5 µM), without a hit: top-dose activity change, negative = inhibition, hits mostly inhibitors | hit rate 0.006% among 340,000 | AID 504937, 2011; also: potency is read from the fitted curve at half-maximal effect
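HMU-PC0 cleavage (9 uM final) by human placental ASM, 60 min at 37 °C following 10 min compound exposure at RT; stopped at pH 10, fluorescence Ex 386/Em 447 nm.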
BRCA1 expr act = qHTS Assay to Identify Small Molecule Activators of BRCA1 Expression. MCF7-BRCA1-FFLuc reporter, luminescence, 48 h; response scale: scaled: vehicle 0%, 10 µM genistein 100%. Potency, µM (titrated, usually from 46.1 µM), inactives show at the highest dose activation, most hits filed as activators. hit rate 1.1% among 380,000. AID 624202, 2012; also: potency is read from the fitted curve at half-maximal effect; nearly all actives have a fitted effect of over 80% in size; some results filed as inactive show a strong effect at the top dose
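First, MCF7-BRCA1-FFLuc cells (2000/well) attach for 2 h; next, compounds are pin-added and incubated 48 h at 37 °C; finally, luciferase reagent is added and luminescence read after 15 min.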
TRPV1 agonist = HTS Assay for Compounds that Act as Agonists of the Vanilloid Receptor 1 | Transient receptor potential cation channel subfamily V member 1 (Homo sapiens), Q8NER1 | TRPV1-expressing cells, Fluo-8 calcium influx, agonist mode | activation, % at 8.33 µM | hit rate 0.19% among 320,000; in the data active = activation above about 80%; inconclusive = between about 30% and that limit; also: 0% is about no effect
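Cells expressing TRPV1 were dye-loaded with Fluo-8 and read kinetically: 10 s baseline, 3 min after compound (agonist portion), then 2 min after EC20 capsaicin (allosteric enhancer portion). Calcium-bound dye fluorescence at 480/520 nm.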
TSG101-PTAP inh = qHTS Assay for Iinhibitors of HIV-1 Budding by Blocking the Interaction of PTAP/TSG101; Fluorescence polarization, FITC-PTAP peptide / Tsg101 binding; Potency, µM (titrated, usually from 115 µM), for the others: at the highest dose activity change, negative = inhibition, most hits filed as inhibitors; AID 493005, 2010; 340,000 tested, under 10 active; active = well fitted inhibition curve with a large enough effect in the main read-out, with a control signal flat, not every such curve was filed as active; inconclusive = small, poorly fitted or top-dose-only effect, or effect the other way, or a change in a side signal; inactive = no such curve, though single readings can be large or run the other way; also: potency is read from the fitted curve at half-maximal effect; % of control where 0% means no effect
Target sequence (Q99816 whole entry, looked up): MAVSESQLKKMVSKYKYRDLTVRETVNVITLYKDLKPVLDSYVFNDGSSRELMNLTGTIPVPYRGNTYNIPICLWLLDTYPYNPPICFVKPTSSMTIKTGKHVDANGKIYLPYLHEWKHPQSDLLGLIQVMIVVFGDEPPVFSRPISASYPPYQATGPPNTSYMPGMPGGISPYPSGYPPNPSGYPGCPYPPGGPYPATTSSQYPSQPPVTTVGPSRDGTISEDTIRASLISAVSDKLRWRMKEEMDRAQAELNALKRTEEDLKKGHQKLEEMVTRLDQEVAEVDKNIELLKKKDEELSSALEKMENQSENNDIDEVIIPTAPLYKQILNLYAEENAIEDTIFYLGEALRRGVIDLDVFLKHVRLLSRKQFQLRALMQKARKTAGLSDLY
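Tsg101 binding domain (10 uM final) was mixed with compound and a FITC-labeled PTAP peptide (50 nM final) in HEPES pH 7.5 buffer with NaCl, Tween 20, EDTA and TCEP; fluorescence polarization was read after 20 min at r.t.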
a7 integrin act = qHTS for Activators of Integrin-Mediated Alleviation for Muscular Dystrophy. Potency, µM (doses to about 38.3 µM), for the others: at the highest dose activation, hits mostly activators. AID 624291, 2012. hit rate 0.064% among 350,000. alpha7betagal myoblasts, beta-gal FDG fluorescence, 48 h;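 also: potency is read from the fitted curve at half-maximal effect; 100% = response of the positive control SU9516; nearly all actives have a fitted effect of over 60% in size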
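alpha7betagal+/- myoblasts (passage 13, 250/well) treated 48 h at 37C with compounds at 1:260 dilution of DMSO stock. Lysed, then beta-galactosidase activity read as FDG fluorescence (ex 480/em 540) after 30 min, with pre-read for autofluorescence.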
p53 reactivation = qHTS assay for re-activators of p53 using a Luc reporter | H1299 p53-A138V BP100-luciferase reporter, luminescence, 24 h | hit rate 0.063% among 320,000 | Potency, µM (titrated, usually from 92.2 µM), for inactives: at the highest dose activity change, positive = activation, actives largely listed as activators; also: potency is read from the fitted curve at half-maximal effect; % of control where 0% means no effect; nearly all actives have a fitted effect of over 45% in size
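p53-null H1299 cells stably carrying temperature-sensitive p53-A138V and a BP100-luciferase reporter were pinned with compounds (4-point, 1:5 series) and held 24 hrs at 37 deg C. Luminescence was read 10 min after detection reagent.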
USP2a block = qHTS Assay for Inhibitors of Ubiquitin-specific Protease USP2a Using CHOP2 as the Reporter | AID 463254, 2010 | hit rate 0.01% among 330,000 | USP2 core, Ub-CHOP2 coupled fluorogenic reporter, 485/531 | Potency, µM (top dose mostly 38.3 µM), without a hit: at the top dose activity change, negative = inhibition, actives largely listed as inhibitors;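 also: potency is read from the fitted curve at half-maximal effect; plate controls were DMSO wells for no effect and full inhibition by NEM control for full effect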
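USP2 core (10nM final) preincubated 30min RT with compound in 20mM Tris-HCl pH 8.0, 2mM CaCl2, 2mM beta-mercaptoethanol, 0.05% CHAPS; 25nM Ub-CHOP2 plus 25nM reporter substrate added, fluorescence (Ex485/Em531) read after 60min.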
ELG1 genotox = qHTS screen for small molecules that induce genotoxicity in human embryonic kidney (HEK293T) cells expressing luciferase-tagged ELG1; HEK293T ELG1-luciferase reporter, luminescence, 16 h; Potency, µM (titrated, usually from 46 µM), for the others: top-dose activity change, positive = activation, actives largely listed as activators; hit rate 1.3% among 330,000; also: potency is read from the fitted curve at half-maximal effect; % of control where 0% means no effect; nearly all actives have a fitted effect of over 60% in size
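Cells (2,000/well) expressing the ELG1-luciferase fusion are dosed by pin tool and kept 16 hr at 37 °C, 5% CO2. Signal comes from ONE-Glo luciferase reagent after 30 min at room temperature.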
B2AR arrestin = qHTS assay of beta-arrestin-biased ligands of beta2-adrenergic receptor | beta-arrestin recruitment to beta2AR, cell-based reporter | hit rate 0.02% among 330,000 | AID 492947, 2010 | Potency, µM (titrated, usually from 46.1 µM), without a hit: at the top dose activation, hits mostly activators;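 also: potency is read from the fitted curve at half-maximal effect; 0% = DMSO controls and full agonism = EC100 isoproterenol or metaproterenol; nearly all actives have a fitted effect of over 65% in size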
Target sequence (P07550 whole entry, looked up): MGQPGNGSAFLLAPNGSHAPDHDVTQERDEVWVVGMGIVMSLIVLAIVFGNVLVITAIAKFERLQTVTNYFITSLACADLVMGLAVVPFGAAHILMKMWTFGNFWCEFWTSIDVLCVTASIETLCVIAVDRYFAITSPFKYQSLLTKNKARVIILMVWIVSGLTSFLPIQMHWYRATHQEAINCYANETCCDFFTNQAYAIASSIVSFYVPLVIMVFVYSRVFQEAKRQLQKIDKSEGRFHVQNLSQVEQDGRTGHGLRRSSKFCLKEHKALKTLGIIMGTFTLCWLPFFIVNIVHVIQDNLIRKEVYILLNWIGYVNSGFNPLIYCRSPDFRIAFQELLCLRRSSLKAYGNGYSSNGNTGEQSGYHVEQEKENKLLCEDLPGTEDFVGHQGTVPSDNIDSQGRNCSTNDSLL
Eya2 inh = qHTS Assay for Inhibitors of the Phosphatase Activity of Eya2 | recombinant Eya2, OMFP fluorescence dephosphorylation (OMFP is methylfluorescein phosphate) | Potency, µM (series often up to 76.9 µM), for the others: at the top dose activity, negative = inhibition, usual class: inhibitors | hit rate 0.006% among 330,000; also: potency is read from the fitted curve at half-maximal effect; % is scaled to controls: 0 for no effect and ±100 for the full control effect
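Eya2 (0.2 uM) preincubated 10 min at ambient with compound, then OMFP substrate added at 50 uM; 10 min reaction in 50 mM HEPES pH 7.5, 50 mM NaCl, 5 uM MgCl2, 0.05% BSA, 1 mM DTT. Fluorescence read at Ex 485/Em 525 nm.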
* hit, by the source's call; i = inactive; ? = inconclusive; · = not tested or not shown; [ ] = dose if it differs, or a comment. Unless noted, calls follow the shape of the dose curve; as a rule, active = well fitted curve in the direction sought with a large enough effect; inconclusive = small, poorly fitted or top-dose-only effect, or another doubt; inactive = no such curve, though single readings can be large; an effect the other way counts as inactive or inconclusive.

SMILES	uPA surface inh	S-ASM inh	BRCA1 expr act	TRPV1 agonist	TSG101-PTAP inh	a7 integrin act	p53 reactivation	USP2a block	ELG1 genotox	B2AR arrestin	Eya2 inh
Cc1noc(C)c1NC(=O)Nc1ccc2c(c1)C(=O)N([C@H](C)CO)C[C@H](C)[C@@H](CN(C)S(=O)(=O)c1ccccc1)O2	0%	0%	19%	·	-8%	-4%	1%	?	-1%	-0.6%	9%
CC(=O)c1sc(NC(=O)CCCc2nc3ccccc3c(=O)[nH]2)nc1-c1ccccc1	23%	-5%	0%	-1	-5%	?	-6%	-1%	-4%	0.3%	-7%
Cc1ccc(C23CC4CC(CC(CC(=O)NC(C)(C)CO)(C4)C2)C3)cc1	6%	-2%	-27%	?	-11%	25%	-5%	-7%	-6%	-0.7%	-1%
COc1ccccc1-c1noc(-c2cccs2)n1	·	1%	?	4	-4%	4%[7.66 µM]	?	2%	?	-0.9%	-5%
Cn1c(=O)[nH]c(=O)c2[nH]c(CO)nc21	1%	7%	4%	·	-5%	15%	·	·	·	·	·
Cc1cc2ccccn2c1C(=O)Nc1cccc(Cl)c1	-1%	28%	-34%	4	-1%	10%	5%	3%	12%	0.2%	-5%
CCOc1ccc(CN(C)C(=O)CNC(=O)c2ccc3ccccc3c2)cc1OC	-12%	0%	-16%	26	-1%	-11%	-8%	0%	-3%	0.1%	-9%
Cc1c(Cl)cccc1NC(=O)CC1Sc2ccccc2NC1=O (stereo unspecified)	4%	-1%	-40%	7	0%	-23%	0%	2%	2%	-1.0%	-20%
CC(=O)Nc1ccc(NC(=O)C(C)OC(=O)C(C)SCC(=O)Nc2ccc(C)cc2)cc1 (stereo unspecified)	-5%	6%	3%	3	-1%	8%	-4%	-1%	-8%	0.2%	-18%
O=C(COc1nsnc1N1CCOCC1)N1CCOCC1	1%	4%	3%	-2	0%	7%	0%	-1%	1%	-0.5%	7%
COc1ccc(NC(=O)N(O)C2(C#N)CCCCC2)cc1	-1%	4%	?	·	-2%	-15%	·	·	·	·	·
Cc1ccc(S(=O)(=O)N2CCN(C(=O)CSc3ccc(F)cc3)CC2)cc1	-2%	1%	-18%	2	-3%	-13%	-2%	3%	0%	-0.4%	12%
Cc1ccc(/C=N/NC(=O)CSc2nnc(-c3ccc(Cl)cc3)n2-c2ccccc2)o1	0%	-6%	-13%	-2	-4%	3%	14%	3%	-8%	-0.9%	0%
CC(C)CCN1C(=O)c2ccc(C(=O)OCC(=O)N(CC(C)C)C3CCS(=O)(=O)C3)cc2C1=O (stereo unspecified)	-6%	-11%	-8%	·	-2%	11%	2%	-7%	3%	-0.2%	-9%
Cc1cccc(OCc2nnc(SCC(=O)OC3CCCCC3)o2)c1	0%	-1%	19%	17	-5%	18%	-1%	3%	9%	0.0%	6%
CC(C(=O)N1CCc2ccccc21)N1CCN(c2cccc(C(F)(F)F)c2)CC1 (stereo unspecified)	5%	-2%	-30%	21	0%	-8%	2%	-1%	-10%	0.1%	-10%
CCN(CC(=O)NCc1ccc(Cl)cc1)C(=O)CSc1ccc(Br)cc1	-5%	-6%	-35%	16	0%	-4%	-15%	2%	-17%	-0.2%	-12%
Cc1ccc(S(=O)(=O)N2CCCCC2)cc1C(=O)N(C)CCOc1ccccc1	1%	-1%	-3%	15	-8%	-1%	-2%	2%	-10%	4.6%	-6%
O=C(COC(=O)c1ccccn1)Nc1cccc(Cl)c1	10%	5%	-1%	2	-3%	9%	2%	0%	-2%	-1.2%	5%
CCC(C)(O)c1[nH]c2ccc(C#N)cc2c1C (stereo unspecified)	-10%	-7%	25%	-2	1%	13%	·	1%	-7%	-0.7%	-2%
Cc1c(Cl)cccc1NC(=S)NCc1cccs1	-10%	2%	0%	?	-2%	-20%	8%	0%	2%	-1.0%	0%
CC(C)C(C(=O)Nc1nccs1)c1ccc(Cl)cc1 (stereo unspecified)	6%	-4%	-17%	3	-3%	15%	2%	0%	-11%	-0.1%	-6%
Cc1ccc(-c2nc(N)sc2CC(=O)OCC(=O)NC2CCCC(C)C2C)cc1 (stereo unspecified)	1%	0%	8%	0	-1%	-9%	9%	2%	-1%	-0.6%	-16%
COc1ccc(OC)c(CNC(=O)C2CCCN(S(=O)(=O)N3CC(C)CC(C)C3)C2)c1 (stereo unspecified)	-3%	2%	16%	-2	-16%	41%	-15%	-2%	-6%	0.2%	2%
COc1ccc(C(=O)Nc2ccnn2C2CCN(C(=O)c3cc(C)on3)CC2)cc1	12%	5%	28%	-1	-1%	1%	30%	2%	11%	-0.3%	8%
COc1cc(/C=N\NC(=O)C(C)(C)O)ccc1OC/C=C/c1ccccc1	4%	-3%	-6%	-1	2%	-24%	-4%	1%	-6%	0.6%	4%
CC1CCN(CC(=O)Nc2ccccc2Sc2ccccc2)CC1	5%	6%	-57%	-1	1%	-7%	-17%	1%	0%	0.8%	-18%
CC(C)OCCCNCC(O)c1ccccc1 (stereo unspecified)	-3%	1%	0%	0	-4%	6%	6%	4%	1%	0.1%	-3%
COc1ccc(CNC(=O)C2CCCN2S(=O)(=O)c2ccc(Cl)cc2)cc1 (stereo unspecified)	2%	1%	-14%	-2	-5%	-32%	-13%	0%	-2%	-1.5%	-4%
COCCNC(=O)Cn1cc(C(=O)c2cccs2)c2ccccc21	5%	0%	1%	·	-5%	-10%	·	·	·	·	·
Cc1ccc(OCCN2C(=O)OC(C)(C)C2(C)O)cc1 (stereo unspecified)	0%	0%	2%	-8	-4%	-4%	5%	-1%	1%	-0.8%	0%
CN(CCN1CCOCC1)C(=O)CC1C(=O)NCCN1Cc1ccccc1C(F)(F)F (stereo unspecified)	1%	20%	-18%	3	-3%	8%	6%	2%	2%	-0.8%	2%
Nc1cc2sc(-c3ccc(C(=O)O)cc3)nc2cc1Cl	-7%	i	-28%	-6	-3%	19%	?	3%	?	-0.5%	-2%
Cc1ccc(Cn2c(SCC(=O)N(C)C3CCS(=O)(=O)C3)nc3ccccc3c2=O)cc1 (stereo unspecified)	-5%	-2%	2%	3	-3%	-1%	-7%	0%	-1%	0.5%	-5%
COc1cccc(NC(=O)CN(C2=NC3CS(=O)(=O)CC3S2)c2cccc(C)c2)c1 (stereo unspecified)	?	4%	-29%	-3	0%	-27%	17%	8%	-8%	-0.2%	-7%
OC(COc1ccc(CNCCc2ccc(C(F)(F)F)cc2)cc1)CN1CCCCC1 (stereo unspecified)	-6%	-2%	-94%	11	0%	-68%[inhibitor]	-7%	2%	-18%	-1.5%	-2%
Cc1ccc(NC(=O)CSc2nc3c(c(=O)[nH]2)CCC3)cc1C	·	-3%	-7%	11	-7%	-22%	16%	-1%	0%	-0.1%	14%
CCOC(=O)c1c(NC(=O)Cc2ccccc2)sc2c1CC(C)(C)NC2(C)C	?	-2%	-31%	5	1%	-47%[inhibitor]	15%	2%	-1%	10%	-4%
Cc1cccc(SCc2noc(C(=O)NC(C)C)c2C(=O)O)c1	5%	6%	-4%	2	-6%	4%	-5%	3%	0%	-0.1%	17%
Clc1ccc(Cn2c(-c3cccnc3Cl)nc3ccccc32)c(Cl)c1	·	-15%	4%	6	4%	11%	-7%	-1%	-2%	0.0%	-21%
CN(C)CCCNc1ncnc2scc(-c3ccccc3)c12	-2%	1%	17%	-1	-2%	-55%[inhibitor]	-1%	-1%	-5%	-0.7%	4%
Cc1ccc(C(=O)N2CC(=O)NC(=O)C2)cc1	-2%	2%	-12%	5	-2%	-12%	12%	1%	0%	-0.5%	-7%
